Screening results (PubChem BioAssay)
MEKK2mut PB1 HTS: signal of MEK5 binding to mutant human MEKK2 PB1 domain; percent response, % at 10 µM; bead flow cytometry, Alexa488-MEK5 binding to MEKK2 mutant; 290,000 tested, 0.35% active; in the data active = percent response above about 24%, passing the limit was not always enough; also: inactives centre near 1; some results filed as inactive read as strong as hits; reference of the scale not given here
V1aR counter: activates human V1a receptor in oxytocin agonist counter-screen; P37288; CHO-V1R cells, Fluo-8 calcium fluorescence, agonist mode; 0% DMSO, 100% 3 nM vasopressin; activation, % at 3 µM; 320,000 tested, 0.25% active; AID 2797;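 active = activation above the mean activation of all tested compounds plus 3 SD, per screening run, cut at about 20% in these data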;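 also: signal is peak over basal fluorescence ratio across a 100 second FLIPR read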
OXTR ag: activates the human oxytocin receptor | CHO-OTR cells, Fluo-8 calcium fluorescence; normalized: DMSO 0%, oxytocin 100% | activation, % at 3 µM | 320,000 tested, 0.32% active | AID 2435;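 active = activation above the mean of all tested compounds plus 3 SD, cutoff set per screening run, cut at about 20% in these data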;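 also: peak over basal fluorescence ratio from a 100 s FLIPR kinetic read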
GalR3 antag: antagonists of human GalR3. O60755. HEK293 GalR3-CNG cAMP membrane potential fluorescence; galR3 body fused to GalR1 C-terminus. inhibition, % at 3 µM. 360,000 tested, 0.44% active. AID 651719;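 active = inhibition above the screen-wide average plus 3 SD, cut at about 13% in these data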;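 also: forskolin and galanin both at EC90 stimulate the cells; cAMP rise reported by CNG channel membrane potential dye signal; 0% = forskolin plus galanin with DMSO and 100% = forskolin alone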
Target sequence (O60755 1-299 limits assumed): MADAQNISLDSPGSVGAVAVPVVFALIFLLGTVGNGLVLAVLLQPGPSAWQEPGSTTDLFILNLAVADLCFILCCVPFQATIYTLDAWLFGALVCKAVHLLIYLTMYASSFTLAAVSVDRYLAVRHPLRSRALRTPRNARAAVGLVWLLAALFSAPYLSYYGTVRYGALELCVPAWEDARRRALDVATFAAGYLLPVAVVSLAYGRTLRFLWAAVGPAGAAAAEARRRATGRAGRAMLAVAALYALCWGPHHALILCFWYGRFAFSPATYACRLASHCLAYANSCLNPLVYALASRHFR
GPR7 antag: antagonists of human GPR7 (neuropeptides B/W receptor 1) | AID 1861 | GPR7-expressing cells, fluorescence antagonist assay | inhibition, % at 4.4 µM | P48145 | 290,000 tested, 1.1% active; in the data active = inhibition above about 16%, passing the limit was not always enough;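 also: cells stimulated with the agonist NPW; 0% = agonist with vehicle and 100% = vehicle without agonist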
PHOSPHO1 inh: PHOSPHO1 (human) inhibition; 290,000 tested, 1.1% active; AID 1565; inhibition, % at 13.3 µM; recombinant PHOSPHO1, absorbance phosphatase assay; in the data active = inhibition above about 60%
Target sequence (Q8TCT1 whole entry, looked up): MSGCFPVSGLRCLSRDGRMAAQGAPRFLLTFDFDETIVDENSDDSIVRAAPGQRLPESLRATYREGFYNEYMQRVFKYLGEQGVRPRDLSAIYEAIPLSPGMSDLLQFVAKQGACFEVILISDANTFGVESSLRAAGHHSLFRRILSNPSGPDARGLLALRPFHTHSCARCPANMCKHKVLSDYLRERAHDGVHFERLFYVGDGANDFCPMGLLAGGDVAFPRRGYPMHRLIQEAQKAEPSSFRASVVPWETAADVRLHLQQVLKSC
MEKK2wt PB1 HTS: raises or lowers MEK5 binding to wildtype human MEKK2 PB1 domain; Q9Y2U5; bead flow cytometry, Alexa488-MEK5 binding to MEKK2 WT; actives lie on both sides; AID 1531; 290,000 tested, 1.1% active; binding response (% of control), % at 10 µM; in the data active = binding response below about 67% or above about 130%
NALP1 yeast inh: NALP1 inhibition | S. cerevisiae NALP1/ASC/caspase-1 growth, X-gal OD620, 72 h | inhibition, % at 10 µM | 280,000 tested, 0.61% active; in the data active = inhibition mostly above about 24%, no sharp cut-off; inactive = mostly below about 32%; also: some compounds called inactive have numbers as strong as hits
MEKK3 PB1 HTS: MEKK3-MEK5 PB1 interaction, increase or decrease; binding response (% of control), % at 10 µM; AID 1529; 290,000 tested, 1.4% active; bead-based flow cytometry, Alexa488-MEK5 binding to MEKK3; actives lie on both sides; 0 = blocked by unlabeled MEK5, 100 = vehicle;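 active = binding response more than 3 SD above or below the average of its plate-row segment, actives on both sides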;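 also: Alexa488 bead fluorescence after subtracting the streptavidin-only scavenger bead signal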
* = called active by the depositor; nt = not tested or not shown.

no.	SMILES	MEKK2mut PB1 HTS	V1aR counter	OXTR ag	GalR3 antag	GPR7 antag
1	O=C(CN1C(=O)CSc2ccc(S(=O)(=O)N3CCCCC3)cc21)NCc1cccnc1	-5	0.2	-0.1	-3	-11
2	Cc1cc(=O)oc(C)c1C(=O)NNC(=O)C1(C)CC1Br (configuration not stated)	-15	0.4	-0.3	-3	-12
3	Cc1nnc2ccc(-c3cccc(NC(=O)c4ccc(Br)o4)c3)nn12	-1	0.1	-1.0	-5	-5
4	COc1ccc(/C=N/NC(=O)c2cccc([N+](=O)[O-])c2)cc1OC(=O)c1ccccc1	-1	0.2	-2.2	-1	10
5	Cc1cccc(CN2C(=O)N/C(=C/c3cc(C)n(-c4cc(C)ccn4)c3C)C2=O)c1	-4	-0.2	-0.4	nt	-1
6	Cc1ccc(C)c(NC(=O)/C(C#N)=C/c2cn(CC(=O)NCc3ccco3)c3ccccc23)c1	0	-0.6	0.8	-4	-4
7	c1ccc(-c2nnnc3ccccc23)cc1	-2	-0.4	-0.1	2	9
8	Cn1c(=O)c(-c2cc(Br)ccc2N)nc2ccccc21	3	-0.3	-0.6	-5	-16
9	COc1ccccc1OC(=O)CCN1c2ccccc2Sc2ccccc21	-4	0.5	-2.1	-4	-14
10	COc1ccc(CC2SC(=Nc3ccc(F)cc3)NC2=O)cc1 (configuration not stated)	-2	3.0	-0.5	-4	-24
11	CC(C)Cn1ccc(=O)n(CC(C)C)c1=O	-1	-0.2	0.3	-10	5
12	C/C(=N\NC(=O)c1cccc2ccccc12)c1cccs1	4	1.4	-0.5	-1	-2
13	O=C(NCCN1CCN(c2ccccc2F)CC1)c1ccc2nc3ccccc3c(=O)n2c1	5	nt	nt	-9	-10
14	C/C(=N\NC(N)=O)C1(C)CCCCC1	3	-0.2	0.9	-8	-8
15	CCc1ccc(OCC(=O)NNC(=S)NC(=O)C2CCCCC2)c(Br)c1	6	1.9	-0.5	2	0

no.	PHOSPHO1 inh	MEKK2wt PB1 HTS	NALP1 yeast inh	MEKK3 PB1 HTS
1	-15	98	14	102
2	-8	90	-1	88
3	-2	103	-2	106
4	1	102	16	100
5	10	96	12	94
6	-13	103	40	115
7	0	104	27	101
8	-4	107	11	106
9	-21	96	27	94
10	4	98	1	99
11	-8	94	30	54
12	5	98	6	98
13	36	105	8	103
14	-12	105	3	101
15	14	112	1	104

Reprinted at random: 3 entries already listed
no.	SMILES	MEKK2mut PB1 HTS	V1aR counter	OXTR ag	GalR3 antag	GPR7 antag
2	Cc1cc(=O)oc(C)c1C(=O)NNC(=O)C1(C)CC1Br (configuration not stated)	-15	0.4	-0.3	-3	-12
7	c1ccc(-c2nnnc3ccccc23)cc1	-2	-0.4	-0.1	2	9
13	O=C(NCCN1CCN(c2ccccc2F)CC1)c1ccc2nc3ccccc3c(=O)n2c1	5	nt	nt	-9	-10

no.	PHOSPHO1 inh	MEKK2wt PB1 HTS	NALP1 yeast inh	MEKK3 PB1 HTS
2	-8	90	-1	88
7	0	104	27	101
13	36	105	8	103

Shown with one line to a screen: entries from further up.
4) COc1ccc(/C=N/NC(=O)c2cccc([N+](=O)[O-])c2)cc1OC(=O)c1ccccc1
7) c1ccc(-c2nnnc3ccccc23)cc1
5) Cc1cccc(CN2C(=O)N/C(=C/c3cc(C)n(-c4cc(C)ccn4)c3C)C2=O)c1
9) COc1ccccc1OC(=O)CCN1c2ccccc2Sc2ccccc21
12) C/C(=N\NC(=O)c1cccc2ccccc12)c1cccs1

| Compound | 4 | 7 | 5 | 9 | 12 |
| --- | --- | --- | --- | --- | --- |
| MEKK2mut PB1 HTS | -1 | -2 | -4 | -4 | 4 |
| V1aR counter | 0.2 | -0.4 | -0.2 | 0.5 | 1.4 |
| OXTR ag | -2.2 | -0.1 | -0.4 | -2.1 | -0.5 |
| GalR3 antag | -1 | 2 | nt | -4 | -1 |
| GPR7 antag | 10 | 9 | -1 | -14 | -2 |
| PHOSPHO1 inh | 1 | 0 | 10 | -21 | 5 |
| MEKK2wt PB1 HTS | 102 | 104 | 96 | 96 | 98 |
| NALP1 yeast inh | 16 | 27 | 12 | 27 | 6 |
| MEKK3 PB1 HTS | 100 | 101 | 94 | 94 | 98 |

Continuation:
no.	SMILES	MEKK2mut PB1 HTS	V1aR counter	OXTR ag	GalR3 antag	GPR7 antag
16	Cc1nn(Cc2cccc(F)c2)c(C)c1NC(=O)c1c([N+](=O)[O-])c(C)nn1C	-8	0.4	2.0	-6	-9
17	CCCCCCNS(=O)(=O)c1ccc(OC)c(OC)c1	-1	2.6	3.5	-5	3
18	CC(NC(=O)NC(=O)c1ccc(Cl)cc1Cl)C1CC1 (configuration not stated)	0	-0.6	-1.9	0	-1
19	Cc1cc(C(=O)N/N=C/c2ccc(O)c([N+](=O)[O-])c2)n[nH]1	17	0.7	0.7	-3	-3
20	COc1ccc(C2OC(=O)CC2C(=O)NCc2ccc(C)cc2)cc1OC (configuration not stated)	-13	1.0	0.8	-4	-14
21	COCCCNC(=O)c1cc(Sc2ccc(F)cc2)nc2ccccc12	-1	4.4	1.4	-10	-5
22	COc1cccc(-c2nnc3sc(-c4cccs4)nn23)c1	5	-0.3	-0.5	-7	14
23	COC(=O)c1ccc(COC(=O)c2ccc(S(=O)(=O)N3CCC(C)CC3)cc2)o1	-1	2.1	-0.8	5	-8
24	COc1ccc(C(=O)Nc2ccc(C(=O)N3CCC(C)CC3)cc2)cc1OC	-2	0.6	1.1	-9	-17
25	COC(=O)c1ccc(-c2nc(-c3cccs3)no2)cc1	7	0.5	-0.1	-2	-7
26	Cc1cc(C)cc(OCC(=O)N2CCc3ccccc3C2)c1	9	-0.9	-1.0	-12	26
27	O=C(NNC(=O)c1sc2cccc(Cl)c2c1Cl)Nc1ccccc1	1	0.8	0.0	-2	15

no.	PHOSPHO1 inh	MEKK2wt PB1 HTS	NALP1 yeast inh	MEKK3 PB1 HTS
16	12	94	14	83
17	6	97	4	105
18	19	102	1	99
19	6	120	4	102
20	-23	88	-8	100
21	-7	103	14	107
22	-38	112	30	114
23	9	99	21	100
24	35	102	-59	101
25	2	115	4	113
26	19	101	-7	102
27	21	101	18	102
